CCT modulator: High-Throughput Screening for Modulators of Cytosolic Chaperonin Activity; purified chaperonin ATPase assay, HTRF ADP detection, 30 min; hit rate 0.3% among 360,000; activity change, % (test concentration not listed), hits read low; in the data active = activity change below about -30%; note: % is set by controls: 0 for no effect and ±100 for the full control effect
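ATPase activity: ADP formed was measured by HTRF Transcreener (665/615 nm ratio) after 30 min at 37 deg C with 10 uM ATP. Compounds screened at one 76 uM concentration against 40 or 20 nM TRiC in Tris pH 7.4/KCl/MgCl2/DTT buffer.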
Akt phos inh: HTS Assay for Inhibitors of Akt Phophorylation: Primary Screen; Neuro2A IGF-stimulated pAkt S473 HTRF, 20 min; hits give low values; activity change, % for hits at 50 µM; hit rate 0.32% among 360,000; in the data active = activity change below about -80%; inconclusive = mostly about -51% to -80%; note: % is set by controls: 0 for no effect and ±100 for the full control effect
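Single-point screen (50 µM final compound) in Neuro2A cells stimulated 20 min with 6 nM IGF at 37 deg C. After lysis, Ser473-phosphorylated Akt read by HTRF (ex 330 nm, em 615/665 nm) as the 665/615 ratio.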
Nrf2 inh: Nrf2 qHTS screen for inhibitors; Potency, µM (titrated, usually from 46 µM), for inactives: at the top dose activity change, negative = inhibition, most hits filed as inhibitors; A549 ARE-Fluc reporter, luciferase luminescence, 18-24 h; AID 504444, 2011; hit rate 2.1% among 360,000; note: potency is the fitted concentration of half-maximal effect; % is set by controls: 0 for no effect and ±100 for the full control effect; nearly all actives have a fitted effect of over 60% in size
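In this cell-based qHTS, ARE-driven firefly luciferase in A549 cells reports Nrf2 activity; the luminescent signal after BugLite lysis is the measured value, with a prior CellTiter-Fluor read for cell health.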
HepG2 viability: qHTS for Inhibitors of TGF-b: Cytotox Counterscreen; HepG2 CAGA-GFP viability, ATP luminescence, 18 h; Potency, µM (highest dose often 46.1 µM), for inactives: at the highest dose activity change, negative = cytotoxicity, actives largely listed as cytotoxic; hit rate 0.76% among 410,000; AID 588856, 2011; note: potency is the fitted concentration of half-maximal effect; some results filed as inactive show a strong effect at the top dose
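CellTiter-Glo luminescence gave cytotoxicity after 18 hours at 37 degrees C. The cells were HepG2 CAGA-GFP in 1% FBS DMEM, stimulated with 500 pg/mL TGF-beta after compound addition. %Activity was normalised to no-cell wells (complete cell-killing) and DMSO (no toxicity), and curves were fitted and classified.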
Mm-Cpn inhibitor: Inhibitors of TCP-1 ring complex (TRiC) of Methanococcus maripaludis (MmCpn): qHTS | Chaperonin Mm-Cpn (Methanococcus maripaludis) | purified Mm-Cpn ATPase, ADP Transcreener TR-FRET | hit rate 0.031% among 330,000 | Potency, µM (series often up to 76.9 µM), without a hit: top-dose activity, negative = inhibition, hits mostly inhibitors | AID 504842, 2011; note: potency is the fitted concentration of half-maximal effect; % is set by controls: 0 for no effect and ±100 for the full control effect; nearly all actives have a fitted effect of over 80% in size
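Quantitative HTS used 25 nM Mm-CPN and 10 uM ATP in magnesium/KCl Tris buffer, pH 7.4, with 1 mM DTT. Hydrolysis ran 30 min at 37°C; ADP was read by HTRF.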
Abeta yeast res: qHTS for compounds that reverse cellular toxicity of Amyloid beta (A-beta) peptide in yeast: Primary Screen | yeast expressing A-beta42, growth rescue, OD600, 48 h; response scale: 0% DMSO, 100% iron-clioquinol control | Potency, µM (top dose mostly 46.1 µM), without a hit: top-dose growth rescue, usual class: activators | hit rate 0.063% among 410,000; note: potency is the fitted concentration of half-maximal effect; nearly all actives have a fitted effect of over 55% in size
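Yeast growth medium received pinned compounds, then yeast cells expressing toxic A-beta were added; plates incubated at 30 C for 48 hr. Growth read as absorbance at 600 nm, normalized to DMSO and equimolar FeCl3 plus clioquinol controls.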
TGFb SMAD3 inh: qHTS for Inhibitors of TGF-b; HepG2 CAGA-GFP TGF-b/SMAD3 reporter, GFP fluorescence, 18 h; TGF-beta stimulated, 500 pg/mL final; Potency, µM (doses to about 46.1 µM), without a hit: at the top dose activity, negative = inhibition, actives largely listed as inhibitors; hit rate 1.2% among 410,000; AID 588855, 2011; note: potency is the fitted concentration of half-maximal effect; % is set by controls: 0 for no effect and ±100 for the full control effect; nearly all actives have a fitted effect of over 65% in size
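Using HEPG2 CAGA-GFP reporter cells at 1000 cells/well, we pinned test compounds, stimulated with recombinant TGF-beta (500 pg/mL final) and measured total well GFP after 18 h.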
Nrf2 activator: qHTS of Nrf2 Activators; AREc32 ARE-luciferase reporter (MCF7-derived line), luminescence, 24 h; Potency, µM (titrated, usually from 46.1 µM), for inactives: at the highest dose activation, usual class: activators; hit rate 0.31% among 410,000; AID 624171, 2012; note: potency is the fitted concentration of half-maximal effect; % of control where 0% means no effect; nearly all actives have a fitted effect of over 65% in size
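ARE-driven firefly luciferase activity in AREc32 cells measured after a 24 hr compound exposure at 37 deg C, using Steady-Glo reagent and a 30 min room-temperature hold.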
A549 tox: Nrf2 qHTS screen for inhibitors: counterscreen for cytotoxicity; A549 ARE-Fluc cells, CellTiter-Fluor viability, 18-24 h; Potency, µM (series often up to 46 µM), without a hit: at the top dose activity change, negative = cytotoxicity, most hits filed as inhibitors; hit rate 0.16% among 390,000; AID 504648, 2011; note: potency is the fitted concentration of half-maximal effect; % is set by controls: 0 for no effect and ±100 for the full control effect
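A549 ARE-Fluc cells in 5% FBS OPTI-MEM, 5000 cells/well, rested 2 h then exposed to compounds in concentration-response for 18-24 h at 37 °C. Viability by CellTiter-Fluor fluorescence (Ex 405/Em 525) after 30 min; luciferase luminescence (BugLite, 15 min, RT) read afterwards.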
Active calls of the source: *; [ ] = another dose, or the depositor's remark. Unless noted, calls come from the whole dose curve; as a rule, active = well fitted curve in the direction sought with a large enough effect; inconclusive = small, poorly fitted or top-dose-only effect, or another doubt; inactive = no such curve, though single readings can be large; an effect the other way counts as inactive or inconclusive. Not a hit list. Share with any hit: about 4.3%.

For Cc1ccc(Sc2cnn(-c3ccccc3)c(=O)c2Cl)cc1 the results were CCT modulator -7.1, Akt phos inh inactive, Nrf2 inh 6%, HepG2 viability 0%, Mm-Cpn inhibitor inconclusive, Abeta yeast res -15%, TGFb SMAD3 inh inconclusive, Nrf2 activator 5µM* and A549 tox 1%.
For CC(=O)CCC(=O)N1CCC(n2nccc2NC(=O)c2ccccc2C)CC1 the results were CCT modulator 2.1, Akt phos inh inactive, Nrf2 inh 15%, HepG2 viability -14%, Mm-Cpn inhibitor 0%, Abeta yeast res -4%, TGFb SMAD3 inh -19%, Nrf2 activator -0.1% and A549 tox 6%.
`COc1ccc(-c2cc(N3CCCC3)n3ncnc3n2)cc1` gave CCT modulator -0.6, Akt phos inh inactive, Nrf2 inh -23%, HepG2 viability -23%, Mm-Cpn inhibitor 0%, Abeta yeast res -3%, TGFb SMAD3 inh 2%, Nrf2 activator 1.8% and A549 tox 2%.
Screening CCCCN1C(=O)C(CC(=O)NCCCN(C)C)CC(C(=O)N(CC)CC)=C1C (stereo not given) returned CCT modulator -0.2, Akt phos inh inactive, HepG2 viability -1%, Abeta yeast res -1%, TGFb SMAD3 inh -1% and Nrf2 activator -0.6%.
For CS(=O)(=O)N1CCN(c2ccccc2NC(=O)c2cccs2)CC1 the results were CCT modulator -0.6, Akt phos inh inactive, Nrf2 inh -10%, HepG2 viability -9%, Mm-Cpn inhibitor 1%, Abeta yeast res 10%, TGFb SMAD3 inh -29%, Nrf2 activator 0.7% and A549 tox -4%.
Screening Cc1cccc(OCC(=O)OC(C)C(=O)Nc2ccc(Cl)cn2)c1 (stereo not given) returned CCT modulator -0.7, Akt phos inh inactive, Nrf2 inh 2%, HepG2 viability -9%, Mm-Cpn inhibitor -7%, Abeta yeast res 1%, TGFb SMAD3 inh 0%, Nrf2 activator 0.3% and A549 tox 0%.
Screening NCCCn1c(C(=O)c2cc(Cl)c(N)c(Cl)c2)c2ccccc2[n+]1[O-] returned CCT modulator -0.8, Akt phos inh inactive, Nrf2 inh 2%, HepG2 viability -14%, Mm-Cpn inhibitor -5%, Abeta yeast res -14%, TGFb SMAD3 inh 0%, Nrf2 activator 18% and A549 tox -17%.
For COc1cc(-c2cc3nc(NCc4cccs4)ccn3n2)cc(OC)c1OC the results were CCT modulator 1.7, Akt phos inh inactive, HepG2 viability -2%, Abeta yeast res -6%, TGFb SMAD3 inh 33%[activator] and Nrf2 activator 4.7%.
CCOc1ccc(NC(=O)CSc2nnc(Cc3cccn3C)n2-c2ccc(F)cc2)cc1 was read as CCT modulator -0.5, Akt phos inh inactive, Nrf2 inh -3%, HepG2 viability -21%, Mm-Cpn inhibitor -14%, Abeta yeast res 24%, TGFb SMAD3 inh -16%, Nrf2 activator 1.7% and A549 tox 0%.
For O=c1[nH]c(SCCOc2ccccc2)nc2ccccc12 the results were CCT modulator -3.3, Akt phos inh inconclusive, Nrf2 inh -15%, HepG2 viability -20%, Abeta yeast res -5%, TGFb SMAD3 inh 15%, Nrf2 activator 0.1% and A549 tox -1%.
Screening CC(C#CCN1CCCCC1)OCCOCc1ccccc1 (stereo not given) returned CCT modulator -9.9, Akt phos inh inactive, Nrf2 inh -11%, HepG2 viability 1%, Mm-Cpn inhibitor 1%, Abeta yeast res -4%, TGFb SMAD3 inh -4%, Nrf2 activator 0.4% and A549 tox 0%.
`Cn1c(=O)c2c(nc(CN3CCOCC3)n2Cc2ccccc2)n(C)c1=O` gave CCT modulator 0.6, Akt phos inh inactive, Nrf2 inh -5%, HepG2 viability 1%, Abeta yeast res 5%, TGFb SMAD3 inh -28%, Nrf2 activator -0.4% and A549 tox -2%.
For S=C(NCCCc1ccccc1)Nc1ccc(Br)cc1 the results were CCT modulator 2.1, Akt phos inh inactive, Nrf2 inh inconclusive, HepG2 viability -34%, Mm-Cpn inhibitor 1%, Abeta yeast res inconclusive, TGFb SMAD3 inh inconclusive, Nrf2 activator -0.5% and A549 tox inconclusive.
For CCOc1ccccc1CNC(=O)c1ccc(N2Cc3ccccc3Oc3ncccc32)s1 the results were Nrf2 inh -4%, HepG2 viability -24%, Abeta yeast res -5%, TGFb SMAD3 inh inconclusive, Nrf2 activator -0.2% and A549 tox -3%.
Screening CC(C)c1ccc2[nH]c3nc(SCC(=O)NC4CC4)nnc3c2c1 returned CCT modulator -3.8, Akt phos inh inactive, Nrf2 inh 5%, HepG2 viability 1%, Mm-Cpn inhibitor 0%, Abeta yeast res -5%, TGFb SMAD3 inh 5%, Nrf2 activator 3.0% and A549 tox 2%.
Cc1nc(N)sc1N=Nc1c(C)n(C)n(-c2ccccc2)c1=O was read as CCT modulator -3.4, Akt phos inh inactive, Nrf2 inh 7%, HepG2 viability 19%, Mm-Cpn inhibitor -1%, Abeta yeast res -1%, TGFb SMAD3 inh 1%, Nrf2 activator -0.3% and A549 tox -16%.
`CCOC(=O)c1c(-c2ccccc2)oc2ccc(OCC(O)CN(C)C)cc12` (stereo not given) gave CCT modulator -0.9, Akt phos inh inactive, Nrf2 inh 15%, HepG2 viability 18µM*, Mm-Cpn inhibitor -6%, Abeta yeast res -9%, TGFb SMAD3 inh 14µM*, Nrf2 activator -1.6% and A549 tox 2%.
Screening Cc1ccccc1C(=O)N1CCN(c2ccc(N3CCOCC3)nn2)CC1 returned CCT modulator -0.3, Akt phos inh inactive, Nrf2 inh 6%, HepG2 viability -15%, Mm-Cpn inhibitor 0%, Abeta yeast res -12%, TGFb SMAD3 inh -6%, Nrf2 activator -0.6% and A549 tox 11%.
CCOc1ccc(NC(=O)Cn2c(=O)n(-c3cccc(OC)c3)c(=O)c3c4c(sc32)CCCC4)cc1 was read as Nrf2 inh 11%, HepG2 viability -2%, Abeta yeast res -8%, TGFb SMAD3 inh -8%, Nrf2 activator 0.5% and A549 tox 0%.
For Cc1cc(OCCCCCNCCO)cc(C)c1Cl the results were CCT modulator -0.3, Akt phos inh inactive, Nrf2 inh 15%, HepG2 viability 11µM*, Mm-Cpn inhibitor -3%, Abeta yeast res -12%, TGFb SMAD3 inh inconclusive, Nrf2 activator 2.9% and A549 tox -4%.

The final 2 records of the section above are carried over, then new ones follow:
CCOc1ccc(NC(=O)Cn2c(=O)n(-c3cccc(OC)c3)c(=O)c3c4c(sc32)CCCC4)cc1 was read as Nrf2 inh 11%, HepG2 viability -2%, Abeta yeast res -8%, TGFb SMAD3 inh -8%, Nrf2 activator 0.5% and A549 tox 0%.
For Cc1cc(OCCCCCNCCO)cc(C)c1Cl the results were CCT modulator -0.3, Akt phos inh inactive, Nrf2 inh 15%, HepG2 viability 11µM*, Mm-Cpn inhibitor -3%, Abeta yeast res -12%, TGFb SMAD3 inh inconclusive, Nrf2 activator 2.9% and A549 tox -4%.
`COc1ccc(C(=O)N2CCN(C(C)=O)CC2)cc1S(=O)(=O)NCc1ccc(Cl)cc1` gave CCT modulator 0.6, Akt phos inh inactive, Nrf2 inh -27%, HepG2 viability -14%, Mm-Cpn inhibitor -1%, Abeta yeast res 1%, TGFb SMAD3 inh 4%, Nrf2 activator 0.0% and A549 tox -14%.
`Cc1ccc(OCC(=O)NCCO)c(Br)c1` gave CCT modulator -1.4, Akt phos inh inactive, Nrf2 inh inconclusive, HepG2 viability 5%, Mm-Cpn inhibitor 4%, Abeta yeast res 5%, TGFb SMAD3 inh 12%, Nrf2 activator 3.0% and A549 tox 1%.
CCOC(=O)N1CCC(NC(=O)C2CCN(S(=O)(=O)N3CCCC3)CC2)CC1 was read as CCT modulator -4.6, Nrf2 inh -12%, HepG2 viability -2%, Mm-Cpn inhibitor 1%, Abeta yeast res 6%, TGFb SMAD3 inh 4%, Nrf2 activator -0.6% and A549 tox -1%.
CC(C)c1ccc(NC(=O)C2CCN(S(C)(=O)=O)CC2)cc1 was read as CCT modulator -3.0, Akt phos inh inactive, Nrf2 inh -15%, HepG2 viability -3%, Mm-Cpn inhibitor 1%, Abeta yeast res -13%, TGFb SMAD3 inh 6%, Nrf2 activator 0.0% and A549 tox -23%.
CC12CN(C(=S)Nc3ccccc3)CC(C)(CN(C(=S)Nc3ccccc3)C1)C2=O was read as CCT modulator 0.0, Akt phos inh inactive, Nrf2 inh 0%, HepG2 viability 4%, Mm-Cpn inhibitor 0%, Abeta yeast res -2%, TGFb SMAD3 inh -19%, Nrf2 activator -0.1% and A549 tox 0%.
Screening Cc1cc(C)n(/N=C/c2ccco2)c(=O)c1C#N returned CCT modulator -1.7, Akt phos inh inactive, Nrf2 inh 0%, HepG2 viability 0%, Mm-Cpn inhibitor -2%, Abeta yeast res -3%, TGFb SMAD3 inh -2%, Nrf2 activator 1.7% and A549 tox -8%.
Screening N#CC1(Nc2ccc(-c3ccc(NC4(C#N)CCCC4)cc3)cc2)CCCC1 returned CCT modulator 2.3, Akt phos inh inactive, Nrf2 inh 15%, HepG2 viability 24%, Abeta yeast res 8%, TGFb SMAD3 inh 0%, Nrf2 activator 0.0% and A549 tox 1%.
COc1ccc(NC(=O)c2cccs2)c([N+](=O)[O-])c1 was read as CCT modulator 0.2, Akt phos inh inactive, Nrf2 inh inconclusive, HepG2 viability 1%, Mm-Cpn inhibitor -1%, Abeta yeast res 8%, TGFb SMAD3 inh 12%, Nrf2 activator 18% and A549 tox -16%.

High-throughput results (PubChem BioAssay)
